Screening data (PubChem BioAssay)
RXFP1 antag = blocks the human relaxin receptor RXFP1 | Q9HBX9 | HEK293-RXFP1, relaxin-stimulated cAMP HTRF, 30 min; active compounds read low | 0.59% of 350,000 active | AID 1259400 | activity change, negative = inhibition, % at 57.5 µM;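 active means activity change of -60% or lower, but not beyond a set lower limit; inconclusive means change between -60% and -40%, or beyond the set limit; inactive means change above -40%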; further: on the % scale 0 is the no-effect control and ±100 the full control effect
D2 antag = antagonizes the human D2 dopamine receptor. HEK293 TREx D2 cells, calcium flux, dopamine EC80. inhibition, % at 10 µM. P14416. AID 485344. 2% of 340,000 active; in the data active means inhibition above about 30%; further: 0% is about no effect
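Tetracycline-induced HEK293 T-REx cells expressing D2 force-coupled to calcium signalling were dye-loaded, exposed to compound for 180 s, then challenged with an EC80 of dopamine; calcium flux was followed kinetically for a further 180 s.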
D2 ag = activates the human D2 dopamine receptor; HEK293 T-REx D2 cells, calcium flux agonist mode; 0.53% of 340,000 active; activation, % at 2 µM; AID 485358; P14416;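 active means activation over 3 SD above normal in the single-dose calcium agonist read, cut at about 30% in these data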; further: 0% is about no effect
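Agonism scored from kinetic calcium signal (1 read/sec, 180 s) following compound pin transfer, after a 10 s baseline. Cells: HEK293 Trex line expressing inducible D2 receptor coupled to calcium, dye-loaded after overnight culture at 30 C.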
D1 antagonist = antagonists of human D1 dopamine receptor. P21728. HEK293 TREx D1 cells, calcium flux, dopamine EC80; active compounds read low. activity change, negative = inhibition, % at 10 µM. 3.2% of 360,000 active; in the data active means activity change below about -30%; further: on the % scale 0 is the no-effect control and ±100 the full control effect
Target sequence (P21728 whole entry, looked up): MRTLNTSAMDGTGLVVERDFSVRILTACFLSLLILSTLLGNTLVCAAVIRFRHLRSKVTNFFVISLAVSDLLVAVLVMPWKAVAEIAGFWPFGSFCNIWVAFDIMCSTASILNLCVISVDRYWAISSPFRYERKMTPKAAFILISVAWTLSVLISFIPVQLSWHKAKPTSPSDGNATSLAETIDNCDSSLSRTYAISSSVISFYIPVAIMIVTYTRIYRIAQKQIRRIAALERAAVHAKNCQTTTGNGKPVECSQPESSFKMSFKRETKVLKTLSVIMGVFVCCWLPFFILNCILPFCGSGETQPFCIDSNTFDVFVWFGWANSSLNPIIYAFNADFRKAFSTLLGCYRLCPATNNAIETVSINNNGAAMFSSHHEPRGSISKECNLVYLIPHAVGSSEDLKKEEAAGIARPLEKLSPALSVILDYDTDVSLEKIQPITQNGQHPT
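Inducible Hek293 Trex D1 cells (tetracycline, overnight, 30 C). Calcium dye 30–90 min RT. Antagonist mode: EC80 dopamine added after 180 s compound read.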
D1 PAM = potentiators of human D1 dopamine receptor; AID 504651; potentiation, % at 10 µM; P21728; 0.036% of 360,000 active; HEK293 TREx D1 cells, calcium flux, dopamine EC20 potentiation; in the data active means potentiation above about 30%; further: 0% is about no effect
D2 potentiator = D2 dopamine receptor (human) potentiation; P14416; HEK293 T-REx D2, calcium flux, EC20 dopamine potentiation; potentiation, % at 10 µM; 0.34% of 340,000 active; AID 485347;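 active means potentiation over 3 SD above the plate norm, cut at about 30% in these data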; further: 0% is about no effect
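Tetracycline-induced HEK293 T-REx cells force-coupled to calcium signalling expressed D2; compounds were pin-added after a 10 s baseline, read kinetically 180 s, then an EC20 dopamine challenge followed with a further 180 s calcium read.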
TRHR PAM = allosteric enhancers of human TRH receptor; TRHR cells, fluo-8 calcium fluorescence, EC20 TRH enhancement; enhancement, % at 2 µM; P34981; 0.66% of 360,000 active; in the data active means enhancement above about 30%; further: 0% is about no effect
Target sequence (P34981 whole entry, looked up): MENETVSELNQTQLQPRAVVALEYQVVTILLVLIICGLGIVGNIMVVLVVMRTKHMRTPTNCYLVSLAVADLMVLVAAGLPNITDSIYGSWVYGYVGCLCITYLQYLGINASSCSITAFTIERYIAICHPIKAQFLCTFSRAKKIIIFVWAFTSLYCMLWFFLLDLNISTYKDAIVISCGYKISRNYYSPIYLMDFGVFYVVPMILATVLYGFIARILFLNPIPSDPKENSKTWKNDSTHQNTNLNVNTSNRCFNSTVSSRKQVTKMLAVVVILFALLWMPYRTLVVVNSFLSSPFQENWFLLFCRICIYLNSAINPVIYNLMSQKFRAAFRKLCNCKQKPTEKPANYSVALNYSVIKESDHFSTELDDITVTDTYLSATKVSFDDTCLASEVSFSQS
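TRHR-expressing cells loaded with fluo-8 calcium dye were read kinetically (ex 480/em 530) during compound addition, then stimulated with an EC20 of TRH (10 nM final). Enhancement of the Gq-mediated intracellular calcium response was scored.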
TRHR ag = activates the human TRH receptor. P34981. TRHR cells, calcium flux fluo-8, FDSS agonist mode. activation, % at 2 µM. 0.18% of 360,000 active. AID 493084; further: 0% is about no effect
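TRHR-expressing cells loaded with fluo-8 calcium dye; 23 nL library compound pin-transferred, kinetic FDSS fluorescence (Ex 480/Em 530) recorded about 180 s for agonist-induced calcium release, before a 10 nM TRH EC20 addition for potentiator mode.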
D1 ag = agonists of human D1 dopamine receptor | P21728 | activation, % at 2 µM | HEK293 T-REx D1 cells, calcium flux, agonist mode | 1% of 360,000 active; further: 0% is about no effect
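Agonism was scored from calcium flux recorded over 180 s (1 read/s) after pintool compound addition, following a 10-cycle baseline. Cells were inducible force-coupled HEK293 TREx D1, plated overnight at 30 C and loaded with no-wash calcium dye.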
* hit, by the source's call; u = inconclusive; x = no result given. Unless noted, no stated cut-off is given here; in the data, active means activation above about 30%; inactive means the rest.

[1] C[C@H](C(=O)CC(=O)OC(C)(C)C)[C@H](O)c1ccc(C(F)(F)F)cc1
[2] CCOc1ccc(OCC)c(NC(=O)c2cc(S(=O)(=O)N3CCCC3)cn2C)c1
[3] COc1ccc(S(N)(=O)=O)cc1C(=O)N(C)CC(=O)Nc1ccc(N2CCOCC2)cc1
[4] Cc1cc(C)cc(NC(=O)COC(=O)CCCNC(=O)c2ccc(Cl)cc2)c1
[5] O=C(Nc1ccccc1Cl)N1CCN(c2ccccn2)CC1
[6] CCCN1C(C(=O)c2ccccc2)=C(OC(=O)c2ccc(C)cc2)c2ccccc2S1(=O)=O
[7] O=C(c1ccccc1)C1CCN(C(=O)c2ccc(Cl)cc2)CC1
[8] O=C(NC1=NCCS1)c1cc(-c2ccccc2)nn1-c1ccccc1
[9] O=C(CCC1CCCC1)N1CCN(C(=O)C2CC2)CC1
[10] CN(C(=O)CSc1nc2cc(Cl)ccc2c(=O)n1Cc1ccco1)C1CCS(=O)(=O)C1 (stereo not drawn)
Assay by compound,1,2,3,4,5,6,7,8,9,10
RXFP1 antag,x,0,-15,-1,-9,-5,7,-3,1,-3
D2 antag,1,x,6,12,15,x,4,0,-1,-4
D2 ag,0.6,0.9,1.5,1.4,64*,-0.1,-0.3,-0.2,-0.6,-0.5
D1 antagonist,-18,-2,16,8,-4,-6,-5,-47*,5,7
D1 PAM,3,-2,7,-9,-3,0,-7,0,-2,2
D2 potentiator,-5,-8,12,-10,-24,6,-5,7,-8,-9
TRHR PAM,2,-1,2,-6,-1,-3,1,1,8,-10
TRHR ag,0.3,-0.6,0.1,0.0,-0.6,0.5,1.1,0.3,-0.1,-0.6
D1 ag,5,2,2,1,2,6,4,4,1,6

[11] CCC(=O)NC(c1cccc(C)c1)c1cc(Cl)c2cccnc2c1O (stereo not drawn)
[12] Cc1ccc(C(=O)OCC(=O)NNC(=O)COc2ccc(Cl)cc2)c(O)c1
[13] CC1=C(C(=O)Nc2cc(C(=O)N3CCN(c4cccc(C)c4)C(C)C3)ccc2C)SCCO1 (stereo not drawn)
[14] Nc1nonc1C(=O)NCCNCc1cc(Br)ccc1OCc1ccc(F)cc1
[15] COc1ccc(Cl)cc1NC(=O)COc1ccc(S(=O)(=O)N2CCOCC2)cc1C
[16] COC(=O)CCNC(=O)NC(CCC(C)C)c1c(-n2cccc2)sc2c1CCN(C)C2 (stereo not drawn)
[17] Cc1ccc(NC(=O)CSc2nnc(COc3ccccc3C)o2)cc1
[18] c1ccc(C2CSc3ccccc3N2)cc1 (stereo not drawn)
[19] Cc1ccc(CNC(=O)CN(C2CCCCC2)S(C)(=O)=O)cc1
[20] O=C(CCC(=O)Nc1ccccc1)N/N=C/c1cccnc1
Assay by compound,11,12,13,14,15,16,17,18,19,20
RXFP1 antag,x,4,6,-7,8,-9,-10,-6,1,-5
D2 antag,x,-9,x,-18,x,x,0,12,3,x
D2 ag,x,-0.5,x,-0.3,x,0.5,0.6,0.3,0.0,x
D1 antagonist,10,-3,-8,-37*,-5,-2,-3,-8,10,-1
D1 PAM,-3,0,-3,-3,x,-1,1,-15,-9,-3
D2 potentiator,x,3,x,-6,1,1,10,8,-6,12
TRHR PAM,6,3,0,1,-1,-4,-4,19,4,4
TRHR ag,5.0,2.6,0.2,-0.1,0.9,2.1,0.2,0.1,0.1,0.5
D1 ag,23,5,1,15,5,5,1,4,-2,1

Three entries out of the list, sorted by formula weight, falling.
[16] COC(=O)CCNC(=O)NC(CCC(C)C)c1c(-n2cccc2)sc2c1CCN(C)C2 (stereo not drawn)
[12] Cc1ccc(C(=O)OCC(=O)NNC(=O)COc2ccc(Cl)cc2)c(O)c1
[20] O=C(CCC(=O)Nc1ccccc1)N/N=C/c1cccnc1
Assay by compound,16,12,20
RXFP1 antag,-9,4,-5
D2 antag,x,-9,x
D2 ag,0.5,-0.5,x
D1 antagonist,-2,-3,-1
D1 PAM,-1,0,-3
D2 potentiator,1,3,12
TRHR PAM,-4,3,4
TRHR ag,2.1,2.6,0.5
D1 ag,5,5,1

The list continues.
[21] O=C(Nc1nncs1)c1cc2c(s1)CCC2
[22] O=C(N/N=C/C1CC2CCC1C2)C1CC1 (stereo not drawn)
[23] COc1cccc(-c2nc(C#N)c(N3CCN(C(=O)c4ccco4)CC3)o2)c1
[24] CCc1ccccc1N(CC(=O)N/N=C/c1ccc(OC(=O)OC)c(OC)c1)S(C)(=O)=O
[25] O=C(Nc1cnccc1C(F)(F)F)NC1CCCCC1
[26] COc1ccc(-c2ncccc2OC(=O)C23CC4CC(CC(C4)C2)C3)cc1OC
[27] COc1ccc(NC(=O)c2cc(-c3ccc(C)o3)nc3ccccc23)cc1OC
[28] Cc1nc(-c2cccc(NS(C)(=O)=O)c2)cs1
[29] O=S(=O)(Nc1cccc(-c2ccc3nncn3n2)c1)c1ccccc1F
[30] Cc1cccc(C(=O)Nc2cc(OCc3cccc(F)c3)c(Cl)cc2Cl)c1
Assay by compound,21,22,23,24,25,26,27,28,29,30
RXFP1 antag,0,-6,1,-8,1,-20,-3,4,-26,-11
D2 antag,-35,2,-9,4,20,5,0,-2,0,-3
D2 ag,0.1,0.4,-0.5,-1.2,0.0,0.0,-0.5,-1.0,-0.6,2.4
D1 antagonist,4,0,-1,10,0,7,-11,-7,8,-15
D1 PAM,-6,-1,-6,-7,3,4,6,3,4,-7
D2 potentiator,1,-5,4,6,4,-1,-11,-11,-2,6
TRHR PAM,4,6,5,-4,-1,-3,-3,6,28,3
TRHR ag,-0.1,-0.1,-0.6,43*,0.4,-0.2,0.0,0.2,0.4,2.1
D1 ag,-4,3,0,0,4,0,2,2,0,11

[31] Cc1ccc(C23CC4CC(CC(C(=O)NC(C)C)(C4)C2)C3)cc1
[32] Cc1ccc(OCCn2c(CNc3cccc(C)c3)nc3ccccc32)cc1
[33] c1ccc(CN2CCN(C(c3ccccc3)c3nnnn3Cc3ccccc3)CC2)cc1 (stereo not drawn)
[34] C/C(=N\NC(=O)c1ccc(Cl)c(S(=O)(=O)Nc2ccccc2Cl)c1)c1ccncc1
[35] COc1ccc(C2=NS(=O)(=O)N(C)C(C(=O)N3CCOCC3)=C2)cc1OC
[36] Cc1ccc(NC(=O)CNCc2ccc(Cl)cc2Cl)cc1S(=O)(=O)N(C)C
[37] COc1cc2nc(SCc3ccc(Cl)cc3Cl)n(Cc3cccs3)c(=N)c2cc1OC
[38] c1csc(CN2CCOCC2)c1
[39] O=C(N=C1SCC(=O)N1c1ccccc1Cl)c1ccco1
[40] CCCCCCSc1cccc(-c2nc3ccc(Cl)cn3c2NCc2ccccc2)c1
Assay by compound,31,32,33,34,35,36,37,38,39,40
RXFP1 antag,u,u,-21,x,-6,-11,2,-2,1,x
D2 antag,-1,x,0,-11,-10,0,3,-24,x,3
D2 ag,-0.1,-0.1,0.7,0.1,-0.1,-0.6,0.3,-0.2,x,0.3
D1 antagonist,52,-7,17,-6,10,21,-2,x,-33*,10
D1 PAM,-8,2,-9,-1,-8,7,4,2,-13,-6
D2 potentiator,5,1,2,6,5,-8,15,-10,x,-6
TRHR PAM,4,5,9,2,-3,0,9,2,12,4
TRHR ag,-0.4,-0.1,0.3,-0.2,-0.1,-0.2,-0.3,0.2,-0.3,-0.2
D1 ag,-4,0,0,0,0,6,4,-2,7,2

5 compounds drawn at random from the list so far:
[12] Cc1ccc(C(=O)OCC(=O)NNC(=O)COc2ccc(Cl)cc2)c(O)c1
[37] COc1cc2nc(SCc3ccc(Cl)cc3Cl)n(Cc3cccs3)c(=N)c2cc1OC
[26] COc1ccc(-c2ncccc2OC(=O)C23CC4CC(CC(C4)C2)C3)cc1OC
[19] Cc1ccc(CNC(=O)CN(C2CCCCC2)S(C)(=O)=O)cc1
[24] CCc1ccccc1N(CC(=O)N/N=C/c1ccc(OC(=O)OC)c(OC)c1)S(C)(=O)=O
Assay by compound,12,37,26,19,24
RXFP1 antag,4,2,-20,1,-8
D2 antag,-9,3,5,3,4
D2 ag,-0.5,0.3,0.0,0.0,-1.2
D1 antagonist,-3,-2,7,10,10
D1 PAM,0,4,4,-9,-7
D2 potentiator,3,15,-1,-6,6
TRHR PAM,3,9,-3,4,-4
TRHR ag,2.6,-0.3,-0.2,0.1,43*
D1 ag,5,4,0,-2,0

The list continues:
[41] Cc1ccc(OCCNc2cc(N3CCN(CCO)CC3)ccc2[N+](=O)[O-])cc1C
[42] COc1cccc(NC(=O)Cn2nnc(-c3nc(-c4ccccc4)no3)c2N)c1
[43] COC(=O)CS(=O)(=O)c1cc(Br)cc2c1N(C(C)=O)CC2
[44] Cc1nn2c(C)c(C(=O)N3CCN(c4ccccc4)CC3)cnc2c1-c1ccccc1
[45] O=C1C(Cl)=C(NC2CCCCC2)C(=O)N1Cc1ccccc1
[46] CN(c1ccc(C(=O)NCC2CCCO2)cc1)S(C)(=O)=O (stereo not drawn)
[47] O=C(CCC1CCCCC1)NCCN1CCOCC1
[48] Cc1cccc(N2CCN(c3ncnc4c3cnn4-c3ccc(Cl)cc3)CC2C)c1 (stereo not drawn)
[49] Cc1cc(Nc2cccc(F)c2)nc(N2CCOCC2)n1
[50] CC(C)(C)NC(=O)C(=O)NCc1ccccn1
Assay by compound,41,42,43,44,45,46,47,48,49,50
RXFP1 antag,-6,-4,-8,u,-21,-1,8,-9,1,-5
D2 antag,-18,x,-21,x,-4,-12,15,x,-8,-21
D2 ag,2.3,-0.1,0.9,0.0,0.4,0.7,0.7,-2.1,-0.9,2.2
D1 antagonist,7,-2,-1,-3,-23,9,4,0,-3,-16
D1 PAM,-8,-5,-10,0,-3,-2,-6,0,-4,1
D2 potentiator,-27,5,-12,-3,11,-15,-5,x,2,0
TRHR PAM,-2,1,4,-4,-5,13,14,-5,8,4
TRHR ag,2.3,0.5,0.4,-0.5,0.4,0.9,0.6,-0.1,0.9,0.3
D1 ag,7,1,3,1,6,1,1,2,0,2

[51] O=C(Cc1cccs1)NCCc1ccc(Cl)cc1
[52] Cc1ccc(-n2c(C)cc(C(=O)OCC(=O)N(C)C3CCS(=O)(=O)C3)c2C)cc1 (stereo not drawn)
[53] CCC(Oc1ccccc1)C(=O)N1CC(C)CC(C)C1 (stereo not drawn)
[54] CC(C)OC(=O)c1ccc(NC(=O)Cn2c(-c3nonc3N)nc3ccccc32)cc1
[55] NS(=O)(=O)c1ccc(NN=C2CCN(Cc3ccccc3)CC2)c([N+](=O)[O-])c1
[56] Cc1ccc(S(=O)(=O)NCCC(=O)Nc2ccc(C)c(Cl)c2)cc1C
[57] Cc1ccc(Cl)cc1N(C)C(=O)c1cn(C2CCCCC2)c(=O)c2c1c1ccccc1n2C
Assay by compound,51,52,53,54,55,56,57
RXFP1 antag,3,7,0,-1,-14,-7,-8
D2 antag,-2,-5,26,-9,-1,-5,x
D2 ag,0.2,-0.5,-0.4,0.5,-0.7,0.0,-1.0
D1 antagonist,3,-12,-1,-16,-6,2,-10
D1 PAM,-11,-7,1,-12,-1,0,-4
D2 potentiator,16,-12,0,5,-3,-5,-5
TRHR PAM,-6,-6,0,-5,1,4,0
TRHR ag,-1.6,-0.5,-0.2,0.7,1.7,-0.2,-0.2
D1 ag,2,4,1,4,6,2,3
